Screening results: PubChem, National Center for Advancing Translational Sciences (NCATS)
Nrf2 activator: activators of Nrf2 (ARE) signaling | 0.31% of 410,000 active | Potency, µM (series often up to 46.1 µM), for inactives: at the highest dose activation, usual class: activators | AREc32 ARE-luciferase reporter (MCF7-derived line), luminescence, 24 h; also: potency is read from the fitted curve at half-maximal effect; % of control where 0% means no effect; nearly all actives have a fitted effect of over 65% in size
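Nrf2 activation is followed as ARE-luciferase induction in the AREc32 line after one day of compound treatment; luminescence is read with Steady-Glo.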
pAkt inh: inhibitors of Akt phosphorylation; Neuro2A IGF-stimulated pAkt S473 HTRF, 20 min; active compounds read low; activity change, % for hits at 50 µM; 0.32% of 360,000 active; in the data active = activity change below about -80%; inconclusive = mostly about -51% to -80%; also: % is scaled to controls: 0 for no effect and ±100 for the full control effect
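Neuro2A cells (4,500/well, DMEM with 0.5% FBS) were treated with compound at a single 50 µM final concentration, stimulated with 6 nM IGF for 20 min at 37 °C, and lysed. Phospho-Akt Ser473 was read by HTRF as 665/615 ratio ×10^4.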
EPAC2 ag: activates human EPAC2 exchange factor. Q8WZA2. EPAC2 activation, biochemical qHTS; response scale: 100% = 6.5 mM cAMP response. Potency, µM (doses to about 154 µM), for the others: at the highest dose activation, most hits filed as activators. 0.079% of 360,000 active. AID 720711; also: potency is read from the fitted curve at half-maximal effect; nearly all actives have a fitted effect of over 50% in size
Target sequence (Q8WZA2 whole entry, looked up): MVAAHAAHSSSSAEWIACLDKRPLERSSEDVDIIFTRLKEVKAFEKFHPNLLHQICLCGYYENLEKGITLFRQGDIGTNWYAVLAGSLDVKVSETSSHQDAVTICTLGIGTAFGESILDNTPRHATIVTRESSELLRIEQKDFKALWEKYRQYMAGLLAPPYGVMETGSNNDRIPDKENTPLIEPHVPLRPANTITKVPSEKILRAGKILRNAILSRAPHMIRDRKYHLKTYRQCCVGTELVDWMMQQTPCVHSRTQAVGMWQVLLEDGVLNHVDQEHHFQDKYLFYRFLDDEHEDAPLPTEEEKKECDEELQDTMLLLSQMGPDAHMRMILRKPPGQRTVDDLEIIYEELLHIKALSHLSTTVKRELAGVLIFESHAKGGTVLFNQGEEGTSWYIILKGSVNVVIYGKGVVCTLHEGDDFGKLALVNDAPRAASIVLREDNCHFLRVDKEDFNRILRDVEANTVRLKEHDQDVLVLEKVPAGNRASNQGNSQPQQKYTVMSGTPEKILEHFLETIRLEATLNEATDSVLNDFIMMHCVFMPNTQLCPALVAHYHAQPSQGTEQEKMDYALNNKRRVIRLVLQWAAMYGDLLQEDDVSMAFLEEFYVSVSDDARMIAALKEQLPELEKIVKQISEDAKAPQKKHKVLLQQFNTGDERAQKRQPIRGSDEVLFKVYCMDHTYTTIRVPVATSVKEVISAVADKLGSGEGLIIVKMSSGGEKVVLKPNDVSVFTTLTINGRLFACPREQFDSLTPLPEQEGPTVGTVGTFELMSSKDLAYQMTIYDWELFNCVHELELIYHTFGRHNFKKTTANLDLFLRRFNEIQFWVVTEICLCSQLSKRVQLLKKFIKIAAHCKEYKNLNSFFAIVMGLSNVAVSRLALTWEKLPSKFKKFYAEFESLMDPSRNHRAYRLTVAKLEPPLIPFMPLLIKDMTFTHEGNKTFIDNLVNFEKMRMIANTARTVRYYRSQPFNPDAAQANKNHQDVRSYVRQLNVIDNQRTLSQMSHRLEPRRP
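Exchange assay: 100 nM EPAC2 with 250 nM Rap1B-BODIPY-GDP and 50 uM GDP. Fluorescence (ex 480/em 540 nm) read every 5 min for 30 min at room temperature. Data normalized to 6.5 mM cAMP as agonist control.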
A549 tox: kills or reduces viability of A549 cells in Nrf2 counter-screen; A549 ARE-Fluc cells, CellTiter-Fluor viability, 18-24 h; Potency, µM (top dose mostly 46 µM), for the others: at the highest dose activity change, negative = cytotoxicity, usual class: inhibitors; 0.16% of 390,000 active; AID 504648; also: potency is read from the fitted curve at half-maximal effect; % is scaled to controls: 0 for no effect and ±100 for the full control effect
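A549 ARE_Fluc cells in 5% FBS OPTI-MEM were exposed to compounds in concentration-response for 18-24 h at 37 deg C. Viability was read by CellTiter-Fluor fluorescence (Ex 405/Em 525) after 30 min, before the luciferase read.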
Nrf2 inh: Nrf2 pathway inhibition; 2.1% of 360,000 active; A549 ARE-Fluc reporter, luciferase luminescence, 18-24 h; Potency, µM (doses to about 46 µM), inactives show top-dose activity change, negative = inhibition, hits mostly inhibitors; also: potency is read from the fitted curve at half-maximal effect; % is scaled to controls: 0 for no effect and ±100 for the full control effect; nearly all actives have a fitted effect of over 60% in size
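Reporter: ARE-Fluc in A549. Exposure: 18-24 h, 37 °C, 5% CO2, 5% FBS OPTI-MEM. Readouts: fluorescent cytotoxicity (CellTiter-Fluor), then luminescent Nrf2 signal after BugLite.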
Mm-Cpn inhibitor: M. maripaludis TRiC chaperonin inhibition | purified Mm-Cpn ATPase, ADP Transcreener TR-FRET | 0.031% of 330,000 active | Potency, µM (doses to about 76.9 µM), inactives show top-dose activity, negative = inhibition, hits mostly inhibitors; also: potency is read from the fitted curve at half-maximal effect; % is scaled to controls: 0 for no effect and ±100 for the full control effect; nearly all actives have a fitted effect of over 80% in size
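TR-FRET (320 nm excitation; 590 and 665 nm emission) reports ADP made from 10 uM ATP by 25 nM enzyme; compounds were preincubated 10 min, reaction run 30 min, both at 37°C.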
EPAC2 antag: blocks human EPAC2 exchange factor; EPAC2 GEF exchange of Rap1B-BODIPY-GDP, fluorescence; 0.18% of 360,000 active; Potency, µM (series often up to 114 µM), without a hit: at the highest dose activity, negative = inhibition, actives largely listed as inhibitors; Q8WZA2; also: potency is read from the fitted curve at half-maximal effect; % is scaled to controls: 0 for no effect and ±100 for the full control effect; nearly all actives have a fitted effect of over 45% in size; many of its hits are not listed in these tables
CCT modulator: modulators of cytosolic chaperonin (CCT/TRiC) activity. purified chaperonin ATPase assay, HTRF ADP detection, 30 min. activity change, % (no concentration beside the values), hits read low. 0.3% of 360,000 active. AID 651819; in the data active = activity change below about -30%; also: % is scaled to controls: 0 for no effect and ±100 for the full control effect
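ATPase activity: ADP formed was measured by HTRF Transcreener (665/615 nm ratio) after 30 min at 37 deg C with 10 uM ATP. Compounds screened at one 76 uM concentration against 40 or 20 nM TRiC in Tris pH 7.4/KCl/MgCl2/DTT buffer.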
TGFb inhibitor: inhibitors of TGF-b signaling | HepG2 CAGA-GFP TGF-b/SMAD3 reporter, GFP fluorescence, 18 h; TGF-beta stimulated, 500 pg/mL final | Potency, µM (titrated, usually from 46.1 µM), for inactives: at the highest dose activity, negative = inhibition, most hits filed as inhibitors | 1.2% of 410,000 active; also: potency is read from the fitted curve at half-maximal effect; % is scaled to controls: 0 for no effect and ±100 for the full control effect; nearly all actives have a fitted effect of over 65% in size
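GFP signal (ex488/em500-530) from TGF-beta-stimulated HEPG2 CAGA-GFP cells, 500 pg/mL final, 18 h at 37 degrees C in DMEM plus 1% FBS, normalized to unstimulated and DMSO-stimulated controls.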
Numbers without * were called inactive; i = inactive; ? = inconclusive; · = no result given; [ ] = remark or other dose. Unless noted, calls follow the shape of the dose curve; as a rule, active = well fitted curve in the direction sought with a large enough effect; inconclusive = small, poorly fitted or top-dose-only effect, or another doubt; inactive = no such curve, though single readings can be large; an effect the other way counts as inactive or inconclusive.

SMILES	Nrf2 activator	pAkt inh	EPAC2 ag	A549 tox	Nrf2 inh	Mm-Cpn inhibitor	EPAC2 antag	CCT modulator	TGFb inhibitor
CCOCCCNC(=O)C1CCCN1C(=O)NC1CCCCC1 (configuration not stated)	-0.9%	i	-3%	-5%	9%	2%	1%	-1.5	6%
COc1ccc(-c2cn3c(C)c(C(=O)NC(C)(C)C)sc3n2)cc1	6.2%	i	6%	1%	?	2%	3%	1.2	-1%
O=c1c([N+](=O)[O-])cccn1Cc1ccc(F)cc1Cl	-0.4%	i	8%	?	26µM*	-2%	10%	0.1	?
CCOC(=O)N1CCN(C(=O)C(=O)N/N=C/c2ccc(OC)cc2OC)CC1	-0.2%	i	4%	7%	6%	1%	-4%	-2.9	6%
Cc1cccc2cc(CN(CC(C)C)S(=O)(=O)c3ccccc3)c(=O)[nH]c12	-0.9%	i	8%	-10%	?	0%	?	1.4	8%
Cc1nc2ccccc2n1CC(=O)OCC(=O)Nc1ccc2c(c1)OCCO2	-0.3%	i	5%	-9%	-26%	0%	0%	-4.0	14%
O=S(=O)(NCCCN1CCOCC1)c1ccc(Cl)s1	0.3%	i	1%	0%	4%	0%	5%	-1.4	-28%
COc1nc(N)c(S(=O)(=O)c2ccccc2C)cc1C#N	2.6%	i	-6%	6%	·	-1%	3%	-1.8	-9%
Cc1ccsc1C(=O)Nc1ccccc1N1CCOCC1	0.6%	i	5%	·	4%	-1%	7%	0.3	-6%
Cc1c(C)c(C)c(S(=O)(=O)NCCC(=O)N2CCN(Cc3ccc(C#N)cc3)CC2)c(C)c1C	-0.1%	i	-2%	-17%	?	0%	-6%	0.0	?
CCCCNC(=O)c1ccc2nc(CC)c(N(CC)CCN(C)C)n2c1	-1.0%	i	2%	·	·	·	7%	-5.2	43%[activator]
C/C(=N/NC(=O)CN1CCN(S(=O)(=O)c2ccc(Br)cc2)CC1)c1ccco1	0.3%	i	-7%	0%	2%	1%	11%	-1.0	5%
Clc1ccc2nc(-c3cccc(Br)c3)c(Cc3ccsc3)n2c1	?	i	2%	·	·	·	-19%	1.1	10µM*
COc1cc(CN2C[C@@H](CO)O[C@@H](n3cnc4c(N5CCCC5)ncnc43)C2)cc(OC)c1OC	-1.0%	i	-1%	·	·	·	6%	-1.3	-6%
O=S1(=O)CCN(CCCCc2ccccc2)CC1	-0.5%	i	4%	·	·	·	-1%	0.6	-18%
CC(=O)Nc1ccc(S(=O)(=O)NC(C)C(=O)OCC(=O)NC2CCCC2)cc1 (configuration not stated)	0.2%	i	-7%	9%	-3%	0%	-4%	-1.1	3%
O=C1CCCN1CCC1CCCCN1Cc1nc(-c2cnccn2)no1 (configuration not stated)	-0.1%	i	0%	10%	28%	-4%	21%	2.0	13%
COC(=O)c1ccccc1NC(=O)C1CCN(C(=O)Cc2ccccc2)CC1	0.2%	i	2%	0%	-22%	0%	7%	0.0	-10%
CCCN(C(=O)COC(=O)CSc1ccc([N+](=O)[O-])cc1)C1CCS(=O)(=O)C1 (configuration not stated)	-0.8%	i	0%	-1%	9%	-5%	5%	0.1	?
COc1ccccc1OCC(=O)NNC(=O)c1ccc(F)c(S(=O)(=O)N2CCOCC2)c1	-0.1%	i	22%	14%	4%	2%	21%	-0.6	-2%
OC(C[n+]1ccccc1)c1ccccc1 (configuration not stated)	0.4%	i	20%	-13%	-29%	-1%	12%	-0.9	-27%
O=C(Cc1ccc(F)cc1)Nc1nnc(-c2ccc(F)cc2)o1	3.0%	i	-4%	-3%	?	2%	0%	-2.8	-21%
Cc1nc(CCNC(=O)C2CCC(=O)N(Cc3ccc(Cl)cc3)C2)sc1C (configuration not stated)	-0.3%	i	-6%	2%	6%	-3%	-9%	1.5	3%
O=C(NCCN1CCOCC1)c1cccc(S(=O)(=O)N2CCCCCC2)c1	-0.9%	i	1%	-1%	-10%	-1%	0%	0.0	-1%
Clc1ccc(Cn2ncc3c(N4CCCC4)ncnc32)cc1	1.3%	i	3%	-2%	·	1%	-2%	-3.9	7%
CC1CCN(CC(C)OC(=O)c2ccc3c(c2)OCCO3)CC1 (configuration not stated)	-1.0%	i	3%	0%	18%	-1%	0%	-1.2	0%
CCOC(=O)c1c(C)[nH]c(C(=O)Cn2nnc(-c3ccccc3)n2)c1C	0.5%	i	0%	-16%	?	2%	4%	0.1	-7%
CC(=O)c1ccc(OC(=O)COc2ccccc2Cl)cc1	-0.6%	i	8%	11%	5%	0%	-10%	-1.8	12%
O=C(COC(=O)c1cc(Cl)nc(Cl)c1)Nc1ccc(Cl)c(S(=O)(=O)N2CCOCC2)c1	-0.1%	i	15%	0%	2%	1%	3%	0.0	-2%
COC(=O)c1cc(=O)n(Cc2ccc3c(c2)OCO3)c(=Nc2ccc(F)c(Cl)c2)s1	-0.8%	i	11%	-16%	5%	0%	3%	-0.8	2%
CCOC(=O)c1c(C)oc2nc(C)nc(NCc3ccccc3Cl)c12	-0.6%	·	·	12%	27%	·	·	·	6%
COc1ccc(NS(=O)(=O)c2ccc3c(c2)n(C)c(=O)c(=O)n3C)cc1Cl	-1.1%	·	·	-10%	-18%	·	·	·	-14%
Cc1ccc(NC(=O)CN2C(=O)C(=O)N(C3CCCC3)C2=O)cc1Cl	-0.2%	i	-1%	-3%	6%	1%	-7%	1.6	1%
COc1ccccc1NS(=O)(=O)c1c(C(=O)N2CCCC2)c(C)n(C)c1C	0.0%	i	-4%	-3%	11%	1%	-5%	0.2	-2%
O=C(NCc1ccco1)C1CCCN1S(=O)(=O)c1ccc2ccccc2c1 (configuration not stated)	3.3%	·	7%	-8%	-11%	4%	6%	-0.6	?
O=C(NCCCN1CCOCC1)C(=O)N/N=C/c1ccccc1O	-0.4%	i	8%	10%	14%	0%	-6%	-0.3	-20%
Cn1nnnc1SCC(=O)NCc1ccccc1	-0.1%	i	7%	-1%	·	2%	9%	-1.7	-20%
COc1ccc(C(=S)N2CCOCC2)cc1OC(=O)c1ccccc1	-0.1%	i	13%	-2%	?	3%	-8%	-0.5	-15%
CC1CCN(C(=O)/C(=C\c2ccccc2)NC(=O)c2ccccc2)CC1	-0.2%	i	3%	-1%	5%	1%	-2%	1.6	25%
O=S(=O)(c1ccc(F)cc1)N1CCN(Cc2ccccn2)CC1	0.2%	i	2%	8%	1%	-1%	-18%	0.8	-2%

One compound at a time, from the list above.
Record of `COc1ccc(C(=S)N2CCOCC2)cc1OC(=O)c1ccccc1` → Nrf2 activator: -0.1%; pAkt inh: i; EPAC2 ag: 13%; A549 tox: -2%; Nrf2 inh: ?; Mm-Cpn inhibitor: 3%; EPAC2 antag: -8%; CCT modulator: -0.5; TGFb inhibitor: -15%
Record of `O=S(=O)(c1ccc(F)cc1)N1CCN(Cc2ccccn2)CC1` → Nrf2 activator: 0.2%; pAkt inh: i; EPAC2 ag: 2%; A549 tox: 8%; Nrf2 inh: 1%; Mm-Cpn inhibitor: -1%; EPAC2 antag: -18%; CCT modulator: 0.8; TGFb inhibitor: -2%

Sorted by molar mass (lowest first): part of the list above.
SMILES	Nrf2 activator	pAkt inh	EPAC2 ag	A549 tox	Nrf2 inh	Mm-Cpn inhibitor	EPAC2 antag	CCT modulator	TGFb inhibitor
CC1CCN(C(=O)/C(=C\c2ccccc2)NC(=O)c2ccccc2)CC1	-0.2%	i	3%	-1%	5%	1%	-2%	1.6	25%
COc1ccc(C(=S)N2CCOCC2)cc1OC(=O)c1ccccc1	-0.1%	i	13%	-2%	?	3%	-8%	-0.5	-15%
O=C(NCc1ccco1)C1CCCN1S(=O)(=O)c1ccc2ccccc2c1 (configuration not stated)	3.3%	·	7%	-8%	-11%	4%	6%	-0.6	?
COc1ccc(NS(=O)(=O)c2ccc3c(c2)n(C)c(=O)c(=O)n3C)cc1Cl	-1.1%	·	·	-10%	-18%	·	·	·	-14%

Further entries follow.
SMILES	Nrf2 activator	pAkt inh	EPAC2 ag	A549 tox	Nrf2 inh	Mm-Cpn inhibitor	EPAC2 antag	CCT modulator	TGFb inhibitor
Cn1c(NC(=O)c2cccs2)c(-c2cccs2)c(=O)c2ccccc21	0.4%	i	-1%	2%	15%	-2%	6%	-0.1	?
O=C(CCS(=O)(=O)c1ccccc1Cl)NC1CCCCCC1	4.3%	i	-2%	-1%	?	-1%	-10%	-2.0	-12%
O=C(NCc1ccccc1)c1cccnc1	0.3%	i	4%	-1%	-3%	-3%	-1%	-2.7	4%
COc1cccc(C(=O)Nc2cccc(-c3ccccc3)c2)c1	3.1%	i	12%	9%	-3%	0%	8%	-2.2	?
CNC(=S)SCCOc1ccccc1	-0.2%	i	11%	2%	-6%	-1%	-15%	1.1	7%
O=C(Nc1ccc2c(c1)OCCO2)C(C1CC1)N1CCN(c2ccc(C(F)(F)F)cn2)CC1 (configuration not stated)	4.7%	i	11%	·	·	·	9%	-0.5	?
CC1CCCCC12NC(=O)N(CC(=O)NCCc1ccc(S(N)(=O)=O)cc1)C2=O (configuration not stated)	-0.1%	i	14%	-8%	1%	0%	5%	0.2	3%
Cc1ccc(NC(=O)COC(=O)CNC(=O)C2CCCCC2)cc1S(=O)(=O)N(C)C	0.2%	i	3%	-8%	2%	-1%	-9%	-5.5	-19%
Cc1cccc(OCC(O)Cn2c(N3CCCCC3)nc3c2c(=O)n(C)c(=O)n3C)c1 (configuration not stated)	0.1%	i	-15%	-6%	0%	-3%	-4%	-3.4	-12%
Cc1ccccc1NC(=O)c1cn2c(nc3ccccc32)c(C#N)c1C	-0.5%	i	-9%	1%	-5%	-28%	1%	0.1	15%
Cc1cc(C)c(S(=O)(=O)N2CCN(C(=O)c3ccc(-n4cncn4)c([N+](=O)[O-])c3)CC2)c(C)c1	2.5%	i	5%	-7%	?	0%	-8%	0.5	-17%

An excerpt (hit frequency here may not be typical).
